Screens: PubChem, The Scripps Research Institute Molecular Screening Center
Nox1 inh – inhibitors of human NADPH oxidase 1 (Nox1); Q9Y5S8; HT29 cells, luminol chemiluminescence ROS; inhibition, % at 6.7 µM; 0.81% of 16,000 active; AID 1792
TLR4 MyD88 blk – TLR4-MyD88 interaction inhibition | Cell-based TLR4-MyD88 binding inhibition assay | inhibition, % at 10 µM | 0.06% of 16,000 active; in the data active = inhibition above about 45%
OPRK1 antag MB – antagonists of human kappa opioid receptor OPRK1, Maybridge library | P41145 | OPRK1 cells, antagonist mode, fluorescence readout | inhibition, % at 9 µM | 0.4% of 16,000 active; in the data active = inhibition above about 50%
Target sequence (P41145 whole entry, looked up): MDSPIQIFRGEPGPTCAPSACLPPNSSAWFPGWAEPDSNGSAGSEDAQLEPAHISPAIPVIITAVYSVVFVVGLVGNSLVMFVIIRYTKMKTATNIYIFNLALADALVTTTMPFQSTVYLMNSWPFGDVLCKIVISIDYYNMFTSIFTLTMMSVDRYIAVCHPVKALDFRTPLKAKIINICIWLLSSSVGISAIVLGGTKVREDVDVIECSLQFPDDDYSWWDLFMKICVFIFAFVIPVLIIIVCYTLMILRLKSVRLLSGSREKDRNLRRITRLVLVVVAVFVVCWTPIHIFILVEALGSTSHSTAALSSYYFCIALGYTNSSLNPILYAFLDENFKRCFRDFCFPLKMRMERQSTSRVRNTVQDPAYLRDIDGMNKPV
rat GALR2 agon – activates the rat galanin receptor 2; O08726; cell-based GALR2 agonist screen; activation, % at 10 µM; 0.5% of 16,000 active; in the data active = activation above about 15%
Luminol counter – counter-screen for Nox1 inhibitors: inhibitors of luminol chemiluminescence; AID 1823; 0.4% of 16,000 active; HRP/luminol/H2O2 chemiluminescence counterscreen; inhibition, % at 6.7 µM; note: reference of the scale not given here
NOTCH ag – agonists of NOTCH signaling; activation, % at 2.5 µM; AID 434982; 0.4% of 15,000 active; NOTCH signaling luciferase reporter cells, luminescence; in the data active = activation above about 2.2%
PME-1 Maybridge – PME-1 (human) inhibition, Maybridge primary screen | AID 2291 | inhibition, % at 9 µM | Q9Y570 | 0.5% of 16,000 active | recombinant PME-1, FP-Rh probe fluorescence polarization; in the data active = inhibition above about 30%
Target sequence (Q9Y570 whole entry, looked up): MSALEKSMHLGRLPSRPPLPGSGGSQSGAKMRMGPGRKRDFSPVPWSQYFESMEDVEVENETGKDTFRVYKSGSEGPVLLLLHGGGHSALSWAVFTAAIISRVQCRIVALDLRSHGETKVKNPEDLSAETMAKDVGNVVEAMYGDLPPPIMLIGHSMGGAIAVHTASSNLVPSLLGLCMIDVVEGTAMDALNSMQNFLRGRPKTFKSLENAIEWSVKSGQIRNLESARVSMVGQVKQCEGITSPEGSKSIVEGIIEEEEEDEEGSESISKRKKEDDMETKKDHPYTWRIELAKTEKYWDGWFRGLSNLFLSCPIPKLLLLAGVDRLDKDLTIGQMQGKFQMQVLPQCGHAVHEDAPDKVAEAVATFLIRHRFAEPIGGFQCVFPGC
S1P1 agonist – activates the human S1P1 receptor. 1.5% of 16,000 active. P21453. S1P1 agonist cell-based reporter assay. AID 1044. activation, % at 4.5 µM; in the data active = activation above about 80%
Active calls of the source: *; x = no result given. Cut-off read from the data, not from the text of the source, unless noted: active = inhibition above about 75%; inactive = the rest. Only part of the results is shown; rates above refer to the full screens.

SMILES,Nox1 inh,TLR4 MyD88 blk,OPRK1 antag MB,rat GALR2 agon,Luminol counter,NOTCH ag,PME-1 Maybridge,S1P1 agonist
CN1C/C(=C\c2ccco2)C(=O)/C(=C/c2ccco2)C1,-38,5,12,-5,5,-0.3,0,-4
CC1CN(C(=O)c2cnn(C)c2[N+](=O)[O-])CC(C)O1 (centres undefined),-25,4,10,-7,2,-0.1,1,2
Cc1cc(=O)oc2cc(NS(=O)(=O)c3ccc4c(c3)CCO4)ccc12,-27,-9,-23,-6,4,-0.2,-2,3
Cc1nc(-c2ccc(/C(N)=N/O)s2)cs1,-3,3,-4,-5,8,1.1,3,-21
Cc1[nH]nc2c1C(c1ccc(Cl)cc1)C(C#N)=C(N)O2 (centres undefined),-22,0,-9,-10,4,1.1,1,-4
CC1(C)CCc2cc(S(=O)(=O)NCc3csc(-c4cccs4)n3)ccc2O1,26,-2,-1,-7,-6,-0.6,13,36
CCOC(=O)N1CCC(NC(=O)Nc2cc(C)oc2C(F)(F)F)CC1,-16,0,0,-6,0,0.2,0,-2
Cc1nn(Cc2nnc(SCC(=O)Nc3cccc(C(F)(F)F)c3)n2C)c(C)c1[N+](=O)[O-],11,-4,-12,4,-6,-0.3,6,-2
Cc1c(/C=N/O)sc2ccccc12,-20,6,-1,-2,-25,-0.5,-2,21
N#C/C(C(N)=O)=C1/CCc2ccccc21,-128,2,8,-2,-2,-0.2,3,-10
Cc1cncc(C(=O)NN)c1,-5,-3,-1,-5,13,0.1,-1,-11
O=C(Nc1ccc([N+](=O)[O-])cn1)c1ccc(Sc2ccccn2)c([N+](=O)[O-])c1,-8,0,20,-2,-6,-0.7,-5,-3
COc1c(CO)cc(C)cc1CO,-53,1,9,-7,0,-0.7,0,-5
COC(=O)C1=C(OS(=O)(=O)c2ccc(C)cc2)CSC1,-10,2,-13,-9,-3,-0.3,3,13
Cc1nc(-c2cc(-c3nc(-c4ccc(C(F)(F)F)cc4)no3)no2)cs1,11,-1,0,1,-2,-0.4,-12,31
COc1ccc(Nc2c(Cl)cc(OC)cc2Cl)cc1,64,-3,1,-8,13,-0.7,4,1
CSc1ccc(/C=C2\C(=O)N(C)N=C2C)s1,-45,-13,7,-4,18,-0.4,6,-15
Nc1cc(-c2ccccc2)n2c(n1)nc1ccccc12,-24,-1,-11,-8,5,-0.6,-3,5
CCOC(=O)COc1ccccc1C(O)C#N (centres undefined),-24,3,9,-4,2,-0.1,0,-13
CSc1cc(-c2ccncc2)nc(-c2cccs2)c1,-85,-12,-4,-3,1,-0.6,0,-11

Taken from above.
Luminol counter result of `CSc1cc(-c2ccncc2)nc(-c2cccs2)c1` = 1
rat GALR2 agon result of `O=C(Nc1ccc([N+](=O)[O-])cn1)c1ccc(Sc2ccccn2)c([N+](=O)[O-])c1` = -2
S1P1 agonist result of `Cc1nc(-c2cc(-c3nc(-c4ccc(C(F)(F)F)cc4)no3)no2)cs1` = 31
NOTCH ag result of `CC1(C)CCc2cc(S(=O)(=O)NCc3csc(-c4cccs4)n3)ccc2O1` = -0.6
TLR4 MyD88 blk result of `Cc1cc(=O)oc2cc(NS(=O)(=O)c3ccc4c(c3)CCO4)ccc12` = -9

(list continues)
SMILES,Nox1 inh,TLR4 MyD88 blk,OPRK1 antag MB,rat GALR2 agon,Luminol counter,NOTCH ag,PME-1 Maybridge,S1P1 agonist
CCOC(=O)/C(C#N)=C/N1CCN(c2ccc(C(F)(F)F)cc2[N+](=O)[O-])CC1,-10,x,21,1,-1,0.3,4,2
N/C(=N\S(=O)(=O)c1cc(C(F)(F)F)cc(C(F)(F)F)c1)c1cccs1,-56,0,9,-8,0,-0.8,10,-18
CCC1CSc2nc3ccsc3c(=O)n21 (centres undefined),-56,4,9,-9,4,-0.5,0,-3
O=C(O)CCSCSCCC(=O)O,-16,5,10,-5,-1,-0.6,1,-7
CCOC(=O)NC(=S)N1C(C)CCCC1C (centres undefined),-53,18,8,0,3,-0.6,-2,28
Cc1n[nH]c(=O)c(Cc2ccc(Cl)cc2)n1,-2,6,1,-2,-1,0.5,-12,-1
CCOC(=O)c1c(C)nn(-c2ccc(N)cc2)c1C,-45,0,-4,-4,-2,-0.4,0,-24
Cc1ccc(S(=O)(=O)N2CCCC2=O)cc1,-45,3,-10,0,-2,-0.3,2,-9
O=C(CC(C(=O)c1ccccc1)c1cccs1)c1ccc(Cl)cc1 (centres undefined),-5,-4,2,-9,-5,-0.6,-2,43
CC(=O)OC[C@H]1O[C@@H](n2cnc3c(=O)[nH]c(N)nc32)[C@H](OC(C)=O)[C@@H]1OC(C)=O,7,-7,2,-1,1,-0.2,-2,-10
c1csc(C2=Nn3c(Cn4nnc5ccccc54)nnc3SC2)c1,-10,6,-21,-3,-1,-0.3,2,-4
Nc1ccc(Oc2ccc(C(F)(F)F)cc2)nc1,18,-1,20,-7,-5,0.6,2,-1
CCCC1/C(=N\O)CC(c2ccco2)NC1c1ccco1 (centres undefined),-24,0,2,-5,-5,-0.2,4,-4
N#CCC(=O)NNC(=O)/C=C/C(=O)O,-1,-3,13,-3,8,-0.2,6,-1
Cc1ccc(N=C2SC3(CC3)C(=O)N2c2ccc(C)cc2)cc1,-6,-6,28,-8,0,0.1,2,16
CN(C)/C=C1\C(=O)NN=C1c1ccccc1,16,0,7,-10,14,-0.6,0,1
Cc1c(COS(=O)(=O)c2ccc(Cl)cc2Cl)sc2ccccc12,-3,-11,-10,-7,-5,-0.5,2,1
Cc1cc(C)c2c(N)c(C(=O)Nc3nnc(-c4cccs4)s3)sc2n1,-39,1,-4,-3,-2,-1.0,3,7
O=S(=O)(Nc1ccccc1N1CCOCC1)c1ccccc1,20,-18,-16,-9,43,x,5,-21
O=c1[nH]c2cc(C(F)(F)F)cc(Br)c2[nH]c1=O,15,-11,-16,-1,-8,-0.2,7,12

3 of the compounds above, with two lines to a compound.
Below each SMILES: Nox1 inh	TLR4 MyD88 blk	OPRK1 antag MB	rat GALR2 agon	Luminol counter	NOTCH ag	PME-1 Maybridge	S1P1 agonist
> CCOC(=O)/C(C#N)=C/N1CCN(c2ccc(C(F)(F)F)cc2[N+](=O)[O-])CC1
 : -10	x	21	1	-1	0.3	4	2
> CC1(C)CCc2cc(S(=O)(=O)NCc3csc(-c4cccs4)n3)ccc2O1
 : 26	-2	-1	-7	-6	-0.6	13	36
> Cc1[nH]nc2c1C(c1ccc(Cl)cc1)C(C#N)=C(N)O2 (centres undefined)
 : -22	0	-9	-10	4	1.1	1	-4

(more compounds)
SMILES,Nox1 inh,TLR4 MyD88 blk,OPRK1 antag MB,rat GALR2 agon,Luminol counter,NOTCH ag,PME-1 Maybridge,S1P1 agonist
COc1ccc(OCCC(=O)NN)cc1,-2,5,4,-7,4,-0.7,-2,-3
O=C(NCc1ccc(-c2csnn2)cc1)Nc1ccccc1,19,-2,-22,-3,-5,0.9,3,-2
O=S(=O)(Cc1ccc(Cl)cc1)N1CCN(Cc2ccc3c(c2)OCO3)CC1,32,15,2,-4,-3,-0.4,4,10
COc1cccc(C2(O)CCSc3ccccc32)c1 (centres undefined),7,-2,8,-5,-3,0.0,7,19
CCOC(=O)c1cn(C(=O)CCSc2ccc(OC)cc2)nc1N,-30,7,-16,-5,-3,-0.6,4,-11
NC(=O)C1(N2CCCCC2)CCN(S(=O)(=O)c2ccc3c(c2)OCCCO3)CC1,-60,14,15,-1,3,-0.9,-3,6
O=C(Nc1ccc(C(F)(F)F)cc1)Nc1ccccc1C(=O)O,-32,-4,6,-8,-1,x,-4,-4
O=C(Nc1ncccn1)c1ccc(Cl)cc1,-34,x,-8,-1,0,-0.2,1,1
O=C1c2cc3ccccc3nc2-c2cccc3cccc1c23,-20,31,3,-6,-5,x,-2,-6
COc1cc(CC(=O)O)ccc1OCc1ccccc1,-22,7,10,-11,3,-0.6,-2,11
Cc1onc(-c2c(Cl)cccc2Cl)c1NC(=O)N1CCCN2C(=O)c3ccccc3C12 (centres undefined),-9,-7,10,11,0,1.6,-1,-11
N#CCC(=O)c1cccc(CSc2cccc(C(F)(F)F)c2)c1,-5,1,10,-3,-1,0.5,-3,3
N#CC(C#N)=C1SC=C(c2ccc(Cl)cc2)S1,-33,6,9,-8,1,-1.0,-9,-3
Cc1c(Br)sc(Br)c1-c1ccccc1,-17,8,-1,-4,1,-5.3,-1,-9
C#CCSc1n[nH]c(-c2ccc(CCCCC)cc2)n1,-1,-10,-20,-5,-5,-0.2,-48,15
CC(C)(Nc1ccc([N+](=O)[O-])cn1)OC(=O)c1cc2ccccc2oc1=O,29,0,-5,2,6,-0.1,12,8
COc1ccccc1Oc1ccc(C(F)(F)F)cc1N,-94,-4,-5,-8,1,-0.4,1,4
C#CC1(NS(=O)(=O)c2ccc(SCC(=O)OCC)c([N+](=O)[O-])c2)CCCCC1,-62,6,8,-8,2,-0.7,5,49
N#C/C(=C\Nc1ccc(OC(F)(F)F)cc1)C(=O)C1CC1,8,-17,-8,-5,-4,-0.7,0,13
Cc1ccc(N=NN(C)C)cc1,-16,4,17,-7,3,-0.5,-6,7
COc1cccc2sc(/N=C/N(C)C)nc12,21,4,7,-4,-9,-0.3,8,11
CCOC(=O)c1c(C)oc(-c2ccc(C)cc2)c1S(=O)(=O)Nc1cccc(C(F)(F)F)c1,9,1,-8,-11,-1,1.1,12,-12
CCOC(=O)Sc1nc(-c2cccc([N+](=O)[O-])c2)cn1C(=O)OCC,9,-5,-4,-6,-3,-0.1,8,-32
Fc1ccc(NC(=S)N/N=C/c2cccnc2)cc1,-37,7,-10,-1,21,-0.8,1,-2
O=C(c1nnc(-c2ccccc2)o1)N1CCN(c2ccc(C(F)(F)F)cn2)CC1,27,-10,5,-4,-7,-0.1,5,-3
Cc1noc(C)c1NC(=O)NC(=O)c1c(F)cccc1Cl,-32,10,10,-5,0,-0.4,1,10
COC(=O)c1ccccc1NC(=O)CC1NCCNC1=O (centres undefined),-22,-5,10,-6,2,-0.2,-2,4
CCSc1ccc(C#N)cn1,-25,-6,-3,-8,0,-0.6,1,-1
O=C1CSc2ccc(C(F)(F)F)cc2N1Cc1c(Cl)cccc1Cl,14,0,13,-6,-2,0.7,37*,30
CC(C)(CC(=O)O)C(CCC(=O)O)C(=O)O (centres undefined),-28,3,5,-9,-9,x,6,-13
Cc1cc(C(=O)N(CCC#N)Cc2cccs2)no1,-10,3,-9,-5,3,0.1,-1,3
COc1cc(C=C(C#N)C#N)ccc1OC(=O)c1cc(OC)c(OC)c(OC)c1,-13,-4,-9,-7,-3,0.7,-8,-15
Cc1cccc(C)c1NC(=O)CCN1CCCCC1,-44,1,17,-6,3,-0.1,1,-9
Cn1cnc(S(=O)(=O)Oc2ccccc2N2CCCCC2)c1,-75,10,-12,-7,-1,-0.2,1,0
COc1ccc(NC(=O)Nc2ccc(OC)c(OC3CCCC3)c2)cc1OC1CCCC1,2,6,5,-5,-5,0.5,5,-2
C=C1COC(=O)N1Cc1ccccc1Cl,-38,3,10,-3,0,0.6,1,-3
CC(C)(C)NC(=O)N1CCN(c2cc(C(F)(F)F)ccn2)CC1,-38,-8,-17,-8,2,0.0,5,-4
O=C(c1ccc(Cl)cc1)N1CCC(C(F)(F)F)CC1,-29,5,11,-4,0,-0.3,6,-2
O=S(=O)(N/N=C/c1ccsc1)c1ccc(Cl)s1,-25,9,2,-5,4,-5.7,3,14
COC(=O)c1sc(N2CCCC2)c(S(=O)(=O)C(C)C)c1N,-39,1,7,-9,22,-0.1,0,-5
NC(N)=N/C(N)=N/c1nccs1,-22,-2,4,-6,5,0.3,-4,5
O=C1c2cccc3c([N+](=O)[O-])ccc(c23)C(=O)N1Cc1cccnc1,-5,8,24,-8,-4,-1.1,33*,-2
N#C/C(=C\c1cccnc1)c1cccc(C(F)(F)F)c1,6,4,3,-6,-5,-0.5,1,10
COc1cc(C2OC(c3cc(C)ccc3[N+](=O)[O-])=NN2C(C)=O)cc(OC)c1OC (centres undefined),-69,6,-16,-8,2,-0.1,1,-15
O=C(NC1CCN(Cc2ccccc2)CC1)c1ccc(-n2cccn2)cc1,-55,6,3,-1,0,0.1,0,-27
NC(=O)c1sccc1NC(=O)C(F)(F)F,-62,-2,-18,-8,1,0.5,-3,-20
CCCN(CCC)C(=S)NC(=O)c1cccc([N+](=O)[O-])c1,-67,12,-6,-6,12,-0.5,-3,37
COc1ccc(NC(C)=O)c(NC(=O)c2ccc(Cl)cc2Cl)c1,-3,5,-20,0,-8,-0.3,6,-2
CC(=O)Nc1nnc(-c2c(-c3c(Cl)cccc3Cl)noc2C)o1,-9,-9,-10,-5,-1,-0.3,1,-23
